# Bioassay records: PubChem BioAssay, Broad Institute
# IDH1 R132H inh: inhibitors of human IDH1 R132H | O75874 | inhibition, % at 10 µM | IDH1 R132H reductase, diaphorase/resazurin fluorescence, 60 min | 70,000 compounds, 0.18% hits | AID 624101; in the data active means inhibition above about 34%; inconclusive means no clear call, values can overlap the other calls; inactive means below about 11%;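 further: 0% = DMSO and 100% = no enzyme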
# PRC2 inh: inhibitors of human EZH2/PRC2 methyltransferase; inhibition, % at 12.5 µM; AID 651548; 57,000 compounds, 0.35% hits; Q15910; PRC2 H3K27 methylation, DELFIA TRF, 1 h;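 active means mean inhibition of replicates at least 50% and every single replicate also reaching 50%; inconclusive means mean inhibition at least 50% but some replicate falls below 50%; inactive means mean inhibition under 50%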;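 further: dimethyl H3K27 on biotinylated H3 21-44 peptide detected by antibody; plate controls were median neutral control wells for no effect and median positive control wells for full effect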
# Target sequence (Q15910 whole entry, looked up): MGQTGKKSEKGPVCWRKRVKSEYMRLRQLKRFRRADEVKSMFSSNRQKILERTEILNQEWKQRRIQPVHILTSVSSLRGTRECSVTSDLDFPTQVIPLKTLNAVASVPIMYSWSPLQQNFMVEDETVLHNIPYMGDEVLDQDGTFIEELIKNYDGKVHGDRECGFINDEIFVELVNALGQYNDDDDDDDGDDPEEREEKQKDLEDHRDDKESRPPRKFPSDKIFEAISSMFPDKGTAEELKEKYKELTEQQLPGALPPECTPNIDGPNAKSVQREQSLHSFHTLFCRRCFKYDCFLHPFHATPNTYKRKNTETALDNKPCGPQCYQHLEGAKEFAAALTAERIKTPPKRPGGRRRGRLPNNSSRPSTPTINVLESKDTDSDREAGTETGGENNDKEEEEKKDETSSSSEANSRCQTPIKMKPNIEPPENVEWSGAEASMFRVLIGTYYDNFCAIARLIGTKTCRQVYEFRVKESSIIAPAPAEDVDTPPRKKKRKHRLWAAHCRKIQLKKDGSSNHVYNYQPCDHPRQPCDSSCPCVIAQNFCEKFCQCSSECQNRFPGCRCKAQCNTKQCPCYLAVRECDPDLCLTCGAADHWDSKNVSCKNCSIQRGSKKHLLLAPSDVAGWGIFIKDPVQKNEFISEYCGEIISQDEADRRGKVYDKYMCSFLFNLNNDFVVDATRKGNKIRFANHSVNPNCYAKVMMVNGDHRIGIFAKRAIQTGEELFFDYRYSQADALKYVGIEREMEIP
# * = called active by the depositor; ? = inconclusive; . = no result given; & = joins results of further samples.
entry	SMILES	IDH1 R132H inh	PRC2 inh
1	CC(C)NC(=O)N(C)C[C@@H]1Oc2ccc(NC(=O)Nc3ccc(F)cc3)cc2CC(=O)N([C@H](C)CO)C[C@@H]1C	2.0	2
2	COCC(=O)Nc1ccc2c(c1)C(=O)N(C)C[C@H](OC)[C@@H](C)CN(Cc1cncnc1)[C@H](C)CO2	-0.1	-11
3	NCC[C@@H]1CC[C@H](NS(=O)(=O)Cc2ccccc2)[C@H](CO)O1	0.1	2
4	COc1ccccc1N1CCN(CC(O)COc2cccc3ccccc23)CC1 (stereo not given)	-1.1	.
5	CC[C@H](C)C(=O)O[C@H]1CCC=C2C=C[C@H](C)C(CCC3C[C@@H](O)CC(=O)O3)[C@H]21 (stereo not given in full)	-1.3	.
6	CCCC(=O)Nc1ccc2c(c1)OC[C@@H](C)N(Cc1ccccc1F)C[C@H](C)[C@H](OC)CN(C)C2=O	0.1	-6
7	CO[C@H]1CN(C)C(=O)c2ccc(NC(=O)C3CC3)cc2OC[C@H](C)N(C(=O)NC(C)C)C[C@H]1C	0.1	5
8	COc1cccc(S(=O)(=O)N[C@H]2CC[C@H](CC(=O)NCc3ccc(F)cc3)O[C@@H]2CO)c1	-0.3	8
9	COc1cccc(-c2ccc3c(c2)O[C@H](CN(C)C(C)=O)[C@H](C)CN([C@H](C)CO)S3(=O)=O)c1	-2.6	6
10	C[C@H](CO)N1C[C@H](C)[C@H](CN(C)C)Oc2ccc(NC(=O)CCCN(C)C)cc2C1=O	3.9	.
11	CNC[C@H]1Oc2ncc(Br)cc2C(=O)N([C@@H](C)CO)C[C@@H]1C	-0.6	6
12	Cc1ccccc1NC(=O)c1ccc(OCC(=O)Nc2ccccc2C(F)(F)F)cc1	0.1	-32
13	CC(=O)N(C)C[C@@H]1Oc2cc(-c3ccc(C#N)cc3)ccc2S(=O)(=O)N([C@@H](C)CO)C[C@H]1C	-9.1	-3
14	COc1cc2c(cc1OC)CN(C(=O)[C@@H]1[C@H]3C(=O)O[C@H](c4ccccc4)[C@H](c4ccccc4)N3[C@H](c3ccccc3OCCO)[C@@]13C(=O)Nc1ccc(C#CCNC(N)=O)cc13)CC2	.	-40
15	COc1ccc(COCC23N=C4SCC(=O)N4[C@H](c4ccccc4O2)[C@H]3CO)cc1	.	1
16	O=C(CSc1nnc2scc(-c3ccccc3)n12)Nc1nsc(-c2ccccc2)n1	0.2	.
17	C[C@@H]1CN([C@@H](C)CO)C(=O)c2cc(N(C)C)ccc2O[C@@H]1CN(C)S(C)(=O)=O	-1.8	-3
18	Cc1ccc(S(=O)(=O)N(C)C[C@@H]2Oc3ccc(NC(=O)C4CC4)cc3CC(=O)N([C@H](C)CO)C[C@H]2C)cc1	-2.5	-17
19	Cc1noc(C)c1NC(=O)N(C)C[C@H]1Oc2ccc(NC(=O)Nc3ccc4c(c3)OCO4)cc2CC(=O)N([C@H](C)CO)C[C@H]1C	-2.7	.
20	Cc1ccc(NC(=O)CC(N)C(=O)O)cc1 (stereo not given)	0.5	6

# (listing goes on)
entry	SMILES	IDH1 R132H inh	PRC2 inh
21	Cc1ccc(S(=O)(=O)N(C)C[C@H]2OCCCC[C@H](C)Oc3ccc(NS(=O)(=O)c4cn(C)cn4)cc3C(=O)N([C@@H](C)CO)C[C@@H]2C)cc1	-0.7	.
22	COC(=O)CCCCCCC(=O)N/N=C/c1ccc(C#N)cc1	.	10
23	C[C@@H]1CN([C@H](C)CO)C(=O)c2cc(NC(=O)c3ccncc3)ccc2O[C@@H]1CN(C)Cc1ccc(C(=O)O)cc1	2.0	2
24	CCOC(=O)c1cc(-c2ccccc2)sc1NC(=S)Nc1cnn(CC)c1C(N)=O	?	27
25	CC(C)NC(=O)N[C@@H]1CC[C@H](CC(=O)NC2Cc3ccccc3C2)O[C@@H]1CO	0.0	-3
26	COc1ccc(CN(C)C[C@@H]2Oc3ccc(NC(=O)Nc4ccc5c(c4)OCO5)cc3CC(=O)N([C@H](C)CO)C[C@@H]2C)cc1	-0.7	-13
27	C=CCNc1ncnc2ccc(Br)cc12	.	4&-1
28	CC(C)NC(=O)N(C)C[C@H]1Oc2c(cccc2N(C)C)C(=O)N([C@@H](C)CO)C[C@H]1C	-1.1	3
29	C[C@H]1CN([C@@H](C)CO)C(=O)Cc2cc(NC(=O)Cc3ccccc3)ccc2O[C@H]1CN(C)C(=O)Nc1ccc(F)cc1	0.1	.
30	Cc1cccc(-c2noc(CN(C(=O)c3ccc([N+](=O)[O-])c(C)c3)C(C)C)n2)c1	0.9	2
31	O=C(CSc1nnc(-c2ccncc2)n1-c1cccc(C(F)(F)F)c1)c1ccc(F)cc1	-0.4	-18
32	CC(C(=O)N1CCN(C)CC1)N(c1ccccc1)S(C)(=O)=O (stereo not given)	0.0	-10
33	COc1ccc(NC(=O)Nc2ccc3c(c2)C(=O)N([C@H](C)CO)C[C@@H](C)[C@@H](CN(C)S(=O)(=O)c2cn(C)cn2)O3)cc1	2.3	.
34	COc1ccc(S(=O)(=O)N(C)C[C@H]2Oc3ccc(NC(=O)C4CC4)cc3C(=O)N([C@H](C)CO)C[C@H]2C)cc1	-1.5	-4
35	C[C@@H]1CN([C@H](C)CO)S(=O)(=O)c2ccc(C#CC3CC3)cc2O[C@@H]1CN(C)Cc1ccncc1	14	-18
36	O=C(C[C@@H]1C[C@H]2c3cc(NS(=O)(=O)c4ccc(F)cc4)ccc3O[C@H]2[C@@H](CO)O1)NCc1ccc(Oc2ccccc2)cc1	0.2	3
37	C[C@@H]1CN([C@@H](C)CO)C(=O)Cc2cc(NC(=O)C3CCCCC3)ccc2O[C@@H]1CN(C)S(=O)(=O)c1ccccc1	-4.1	.
38	O=C(NCc1ccccc1)C1=C[C@H](c2ccc3c(c2)OCO3)C[C@H](OCCCCO)O1	.	7&4
39	Cc1ccccc1-c1cnc2c(c1)C(=O)N([C@@H](C)CO)C[C@@H](C)[C@@H](CN(C)Cc1ccccc1F)O2	-1.6	-2
40	C[C@H]1CN([C@@H](C)CO)C(=O)c2cc(-c3ccc(C#N)cc3)cnc2O[C@H]1CN(C)Cc1cccnc1	0.0	.

# The last four compounds of the part before come first, to join the parts.
entry	SMILES	IDH1 R132H inh	PRC2 inh
37	C[C@@H]1CN([C@@H](C)CO)C(=O)Cc2cc(NC(=O)C3CCCCC3)ccc2O[C@@H]1CN(C)S(=O)(=O)c1ccccc1	-4.1	.
38	O=C(NCc1ccccc1)C1=C[C@H](c2ccc3c(c2)OCO3)C[C@H](OCCCCO)O1	.	7&4
39	Cc1ccccc1-c1cnc2c(c1)C(=O)N([C@@H](C)CO)C[C@@H](C)[C@@H](CN(C)Cc1ccccc1F)O2	-1.6	-2
40	C[C@H]1CN([C@@H](C)CO)C(=O)c2cc(-c3ccc(C#N)cc3)cnc2O[C@H]1CN(C)Cc1cccnc1	0.0	.
41	CCCN(C)C[C@@H]1Oc2cc(C#Cc3ccccc3F)ccc2S(=O)(=O)N([C@@H](C)CO)C[C@H]1C	0.3	-18
42	CO[C@@H]1CN(C)C(=O)c2cc(NS(=O)(=O)c3cn(C)cn3)ccc2OC[C@@H](C)N(Cc2cccc(Cl)c2)C[C@H]1C	0.0	3
43	CC(C)(C)n1nc(-c2cccc3ccccc23)c2c(N)ncnc21	0.8	-12
44	C[C@@H]1CN([C@H](C)CO)C(=O)Cc2cc(NC(=O)Cc3cn(C)c4ccccc34)ccc2O[C@H]1CN(C)Cc1ccc(Cl)c(Cl)c1	-0.4	.
45	CC(C)NC(=O)Nc1ccc2c(c1)C(=O)N([C@@H](C)CO)C[C@@H](C)[C@@H](CN(C)C(=O)Nc1ccccc1)OCCCC[C@H](C)O2	0.8	-1
46	COc1ccc(S(=O)(=O)Nc2ccc3c(c2)C(=O)N([C@H](C)CO)C[C@@H](C)[C@@H](CN(C)Cc2ccc(C(F)(F)F)cc2)OCCCC[C@@H](C)O3)cc1	1.4	.
47	CCSc1ccccc1C(=O)Nc1ccc(S(=O)(=O)Nc2ncccn2)cc1	0.0	2
48	COc1ccc(CN(C)C[C@H]2Oc3c(NC(=O)c4cnccn4)cccc3C(=O)N([C@@H](C)CO)C[C@@H]2C)cc1	4.4	11
49	Cc1noc(C)c1NC(=O)Nc1cccc2c1O[C@@H](CN(C)Cc1ccc(C(F)(F)F)cc1)[C@H](C)CN([C@H](C)CO)C2=O	1.4	1
50	CCCC(O)C#Cc1cnc2c(c1)C(=O)N([C@H](C)CO)C[C@H](C)[C@H](CN(C)S(=O)(=O)c1cccc(OC)c1)O2 (stereo not given in full)	.	-5
51	Cc1ccc(S(=O)(=O)N(C)CC(=O)Nc2cccc(I)c2)cc1	-0.3	28
52	CCC(=O)N[C@@H]1CC[C@@H](CC(=O)NCC2CCCCC2)O[C@@H]1CO	-0.7	9
53	Cc1noc(C)c1NC(=O)Nc1cccc2c1O[C@@H](CN(C)Cc1ccc(C(F)(F)F)cc1)[C@H](C)CN([C@@H](C)CO)C2=O	-0.5	2
54	Cc1ccc(S(=O)(=O)Nc2ccc3c(c2)C(=O)N([C@@H](C)CO)C[C@H](C)[C@@H](CN(C)Cc2ccccc2)OCCCC[C@@H](C)O3)cc1	1.4	.
55	Cc1noc(C)c1S(=O)(=O)Nc1ccc2c(c1)CC(=O)N([C@@H](C)CO)C[C@H](C)[C@@H](CN(C)Cc1ccc3c(c1)OCO3)O2	1.4	.
56	C[C@H](CO)N1C[C@H](C)[C@@H](CN(C)Cc2ccc(C(=O)O)cc2)Oc2ccc(N(C)C)cc2C1=O	3.5	-3
57	CC(C)NC(=O)N(C)C[C@H]1OCCCC[C@@H](C)Oc2ccc(NC(=O)c3ccncc3)cc2C(=O)N([C@@H](C)CO)C[C@H]1C	1.6	1
58	CN(C)C(=O)c1cccc(-c2cccc(-c3nc(C(=O)NCc4ccccc4)cc4c3[C@@H](CCO)N([S@](=O)C(C)(C)C)C4)c2)c1	-0.2	0
59	O=C(NCC[C@H]1CC[C@@H](NC(=O)C2CC2)[C@H](CO)O1)Nc1ccc(Cl)cc1	0.1	-5
60	COc1ccc(NC(=O)CSc2nc(C)cc(C(F)(F)F)n2)c([N+](=O)[O-])c1	-0.1	17

# Two of these compounds in a different format.
# Each structure is followed by: IDH1 R132H inh, PRC2 inh
58	CN(C)C(=O)c1cccc(-c2cccc(-c3nc(C(=O)NCc4ccccc4)cc4c3[C@@H](CCO)N([S@](=O)C(C)(C)C)C4)c2)c1
  -0.2, 0
50	CCCC(O)C#Cc1cnc2c(c1)C(=O)N([C@H](C)CO)C[C@H](C)[C@H](CN(C)S(=O)(=O)c1cccc(OC)c1)O2 (stereo not given in full)
  ., -5

# Other entries follow:
entry	SMILES	IDH1 R132H inh	PRC2 inh
61	C[C@H](CO)N1C[C@H](C)[C@H](CN(C)Cc2ccc(C(=O)O)cc2)Oc2ncc(-c3ccc(C(=O)N(C)C)cc3)cc2C1=O	5.3	.
62	Cc1cccc(-n2c(SCC(=O)Nc3ccc(Br)cc3F)nnc2-c2ccccc2)c1	-0.3	3
63	Cc1cc(C(=O)Nc2cccc3c2O[C@@H](CN(C)Cc2ccccc2)[C@H](C)CN([C@H](C)CO)C3=O)n(C)n1	-1.3	12
64	COCC(=O)N(C)C[C@@H]1Oc2ncc(-c3ccccc3F)cc2C(=O)N([C@H](C)CO)C[C@H]1C	-2.8	5
65	Cc1noc(C)c1S(=O)(=O)N(C)C[C@H]1OCCCC[C@@H](C)Oc2ccc(N(C)C)cc2C(=O)N([C@H](C)CO)C[C@@H]1C	-0.4	-3
66	O=S(=O)(Nc1ccc2c(c1)OCCO2)c1csc(-c2cc(C(F)(F)F)on2)c1	-0.4	23
67	C[C@H]1CN([C@@H](C)CO)C(=O)c2cc(/C=C/c3ccccc3)cnc2O[C@@H]1CN(C)C(=O)c1ccc2c(c1)OCO2	-0.2	-17
68	CO[C@@H]1CN(C)C(=O)c2cc(NC(=O)Nc3cc(F)ccc3F)ccc2OC[C@H](C)N(C(=O)c2ccccn2)C[C@@H]1C	-0.3	5
69	C[C@@H]1CN([C@H](C)CO)C(=O)c2cc(NS(=O)(=O)c3cccs3)ccc2O[C@H]1CN(C)S(C)(=O)=O	1.7	.
70	O=C(NCC[C@H]1CC[C@H](NC(=O)c2ccncc2)[C@H](CO)O1)Nc1ccc(Cl)cc1	-0.1	-10
71	CC(Oc1ccccc1)C(=O)Nc1cc([N+](=O)[O-])ccc1O (stereo not given)	0.3	5
72	COCC(=O)Nc1ccc2c(c1)[C@H]1C[C@@H](CC(=O)NCc3ccc(-c4ccccc4)cc3)O[C@@H](CO)[C@H]1O2	0.0	-16
73	C[C@H]1CN([C@@H](C)CO)S(=O)(=O)c2ccc(Br)cc2O[C@@H]1CN(C)C(=O)CCN1CCCCC1	.	-10
74	C[C@H](CO)N1C[C@H](C)[C@H](CN(C)Cc2ccc(-c3ccccc3)cc2)Oc2c(NC(=O)NC3CCCCC3)cccc2C1=O	-0.4	.
75	COc1ccc(C(=O)Nc2ccc3c(c2)C(=O)N(C)C[C@@H](OC)[C@@H](C)CN(C(C)=O)[C@@H](C)CO3)cc1	-0.2	-31
76	Cc1c(CCC(=O)O)c(=O)oc2cc(OCC(=O)O)ccc12	0.4	-22
77	CN1CCN(C(=O)C[C@@H]2C=C[C@@H](NC(=O)Nc3ccccc3F)[C@@H](CO)O2)CC1	0.3	5
78	COC(=O)c1c2oc(c1C(=O)OC)C(=O)N[C@@H](Cc1ccccc1)Cn1cc(nn1)[C@H](Cc1ccccc1)NC(=O)N[C@@H](CO)CC2	.	-12
79	CCC(=O)N[C@H]1CC[C@@H](CCn2cc(-c3cccc(OC)c3)nn2)O[C@H]1CO	-0.5	2
80	Cc1nn(C)cc1CNC(=O)c1cnn2c(C(F)F)cc(C3CC3)nc12	0.5	.
81	COc1ccc(S(=O)(=O)N[C@@H]2CC[C@H](CC(=O)NCCc3ccncc3)O[C@@H]2CO)cc1	-0.2	9
82	Cc1noc(C)c1NC(=O)N(C)C[C@H]1Oc2ccc(NC(=O)Nc3ccc(F)cc3)cc2CC(=O)N([C@H](C)CO)C[C@@H]1C	-0.7	.

# A portion of the library. The share of hits here may be higher or lower than overall.
